MT1-MMP act inh = blocks activation of human MT1-MMP | P50281 | HT1080 RFP-PRO-GFP cells, GFP/RFP ratio fluorescence, overnight; percent of plate control window, DMSO zero | GFP/RFP ratio change, % at 20 µM | 360,000 tested, 0.061% active | AID 651647;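 active = GFP/RFP ratio change of at least 30% with cell ATP level not reduced by more than half and red fluorescence within 50% of control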; note: strong numbers were not always called active
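Read-out: GFP/RFP fluorescence ratio; Test system: RFP-PRO-GFP reporter HT1080 cells; Compound dosing: single-point 20 µM compound, 1% DMSO; Times: overnight compound exposure at 37 °C.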
eLon inh = inhibits E. coli Lon protease | P0A9M0 | 360,000 tested, 0.42% active | purified E. coli Lon protease, fluorescence polarization | inhibition, % at 7.94 µM; in the data active = inhibition above about 13%, passing the limit was not always enough;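 note: 0% = enzyme with probe and DMSO and 100% = no enzyme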
FAS TE block = inhibitors of human fatty acid synthase thioesterase domain; 360,000 tested, 0.67% active; AID 602261; P49327; recombinant FAS-TE, OMFH fluorogenic substrate, fluorescence endpoint; inhibition, % at 15 µM;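 active = compounds whose normalised, plate-corrected inhibition of enzyme fluorescence in the single-dose primary screen is 50% or more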;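 note: 0% = DMSO with enzyme and 100% = substrate without enzyme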
MsrA inh = bovine MsrA inhibition. purified bovine MsrA, absorbance read-out. inhibition, % at 15.5 µM. 360,000 tested, 0.75% active. AID 651718; in the data active = inhibition above about 4.5%;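 note: 0% = vehicle wells with enzyme and 100% = reference inhibitor wells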
Rpn11 inh = inhibitors of human proteasome Rpn11; O00487; human 26S proteasome, Ub4-pepOG fluorescence polarization; 20S core pre-blocked with epoxomicin; calls only at 20 µM; 360,000 tested, 0.59% active; AID 588493;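 active = inhibition at 20 µM, scaled to each plate's controls, above about 33%, limit read from the data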
Target sequence (O00487 whole entry, looked up): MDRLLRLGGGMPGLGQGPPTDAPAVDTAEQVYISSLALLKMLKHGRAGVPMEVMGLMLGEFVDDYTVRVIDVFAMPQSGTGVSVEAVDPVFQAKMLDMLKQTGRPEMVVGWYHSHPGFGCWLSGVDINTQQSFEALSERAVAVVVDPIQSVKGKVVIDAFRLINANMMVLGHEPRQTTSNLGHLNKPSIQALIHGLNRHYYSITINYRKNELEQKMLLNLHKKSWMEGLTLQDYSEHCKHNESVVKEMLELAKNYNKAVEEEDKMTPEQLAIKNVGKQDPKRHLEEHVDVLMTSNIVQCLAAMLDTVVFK
CSN deneddyl inh = CSN deneddylation inhibition | Q92905 | Purified CSN, SCF-Nedd8-OG deneddylation, fluorescence polarization | inhibition, % at 12.5 µM | 360,000 tested, 0.38% active | AID 651999;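 active = pattern-corrected inhibition above about 35%, with an unprinted fluorescence ratio check between 0.5 and 1.5, limit read from the data, passing the limit was not always enough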;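 note: 0% = enzyme with substrate and 100% = substrate without enzyme; some results filed as inactive read as strong as hits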
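Schedule: reaction 90 min, room temperature / Assay system: HEK293T-derived human Csn5 enzyme / Input: Csn5 at 0.24 nM final / Measure: inhibition of Csn5 cleavage, % / Control set: substrate-only high control, full reaction low control / Technique: fluorescence polarization of the substrate / Buffer or medium: Tris/NaCl/DTT buffer, pH 7.5 / Reagent: SCFSkp2-Nedd8OG substrate at 10 nM final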
Rin1-Abl PPI inh = inhibitors of human Rin1-Abl protein interaction; P00519+Q13671; TR-FRET Rin1/Abl binding, biochemical; inhibition, % at 7.35 µM; 360,000 tested, 0.4% active; in the data active = inhibition above about 5%, passing the limit was not always enough
bovine MsrA act = activates bovine MsrA enzyme; 360,000 tested, 0.3% active; AID 602163; purified bovine MsrA, absorbance read-out; activation, % at 10.6 µM; in the data active = activation above about 7.5%;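 note: 0% = vehicle and 100% = reference activator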
MLLE-PAM2 inh = blocks PAM2 peptide binding to the PABP1 MLLE domain. 360,000 tested, 0.36% active. inhibition, % at 20 µM. P11940. GST-MLLE / FITC-PAM2 fluorescence polarization; in the data active = inhibition above about 35%, passing the limit was not always enough;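 note: plate controls were DMSO wells with GST-MLLE for no effect and wells lacking GST-MLLE protein for full effect; some results filed as inactive read as strong as hits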
Target sequence (P11940 whole entry, looked up, the tested form may be a part): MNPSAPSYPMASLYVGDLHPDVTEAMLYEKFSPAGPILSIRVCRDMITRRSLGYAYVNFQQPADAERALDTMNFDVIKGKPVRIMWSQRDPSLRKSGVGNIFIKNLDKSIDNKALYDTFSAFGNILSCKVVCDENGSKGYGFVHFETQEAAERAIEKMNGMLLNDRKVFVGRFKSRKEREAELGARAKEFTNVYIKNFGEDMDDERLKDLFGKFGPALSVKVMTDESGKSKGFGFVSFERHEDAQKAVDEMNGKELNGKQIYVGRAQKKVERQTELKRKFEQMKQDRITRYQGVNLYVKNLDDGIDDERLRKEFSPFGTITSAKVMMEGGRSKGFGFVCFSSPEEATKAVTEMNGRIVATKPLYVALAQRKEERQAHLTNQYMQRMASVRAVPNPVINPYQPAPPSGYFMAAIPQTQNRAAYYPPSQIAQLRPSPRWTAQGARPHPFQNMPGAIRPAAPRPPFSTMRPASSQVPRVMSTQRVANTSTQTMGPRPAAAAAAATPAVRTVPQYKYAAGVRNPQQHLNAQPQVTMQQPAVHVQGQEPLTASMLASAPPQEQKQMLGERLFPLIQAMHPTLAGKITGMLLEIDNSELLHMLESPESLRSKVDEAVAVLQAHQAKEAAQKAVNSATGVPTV
Numbers without * were called inactive; i = inactive; · = not tested or not shown.

#	structure	MT1-MMP act inh	eLon inh	FAS TE block	MsrA inh	Rpn11 inh	CSN deneddyl inh	Rin1-Abl PPI inh	bovine MsrA act	MLLE-PAM2 inh
1	O=C(NCc1nnc(SCC(=O)N2CCCC2)o1)c1ccco1	1	0	-7	0.1	i	1	2	-1	-22
2	CCO[C@H]1OC(C(=O)NC2CC2)=C[C@@H](c2ccc(C(F)(F)F)cc2)[C@@H]1CCCO	1	-7	-12	0.1	i	-3	-1	-2	6
3	O=C(CCC(=O)Nc1ccc(F)cc1)N/N=C/c1cc([N+](=O)[O-])ccc1O	-1	0	56*	2.4	i	-1	0	-6	8
4	CCCOC(=O)c1ccc(OC(=O)c2ccco2)cc1	-3	-6	12	1.7	i	-4	2	-3	-7
5	CN(Cc1nc2ccc(Cl)cc2[nH]1)Cc1nc(-c2cnccn2)no1	-1	0	-9	0.2	i	4	5	-6	-16
6	COc1ccc(CCNC(=O)COc2ncnc3ccccc23)cc1	0	-3	-6	-0.5	i	-2	-2	-1	-5
7	O=C(O)CCCCCN1C(=O)CSC1=S	6	-4	-7	-0.2	i	0	1	-10	19
8	CCOc1ccc(S(=O)(=O)N2CCCCC2)cc1NC(=O)CCNC(=O)c1ccco1	2	3	-8	2.6	i	2	-2	-3	-6
9	COc1ccc(C)cc1NC(=O)CN(C)S(=O)(=O)c1ccc2c(c1)CCCN2C(C)=O	-1	-8	-4	-0.9	i	-4	1	-4	6
10	CN(C)CC(C)(C)CNS(=O)(=O)c1ccc(Cl)s1	2	-6	-6	-0.2	i	-1	-1	-2	6
11	Cc1noc(C)c1CSc1ccccc1C(=O)Nc1nccs1	-3	-11	-2	-1.7	i	6	0	0	-11
12	O=C(CSc1ccccc1F)OCC(=O)N1CCN(C(=O)c2ccco2)CC1	-3	-4	-6	-0.3	i	-2	7	-5	15
13	Cc1nn(-c2ccccc2)c(C)c1-c1cc(C(=O)N/N=C/c2ccc(O)cc2)[nH]n1	8	2	-2	0.4	i	0	-1	0	0
14	COc1ccc(NC(=O)[C@@H](NS(=O)(=O)c2cccc(Cl)c2)C(C)C)cc1S(=O)(=O)N1CCOCC1	3	-8	0	0.6	i	1	3	-3	1
15	O=C(O)C1C2CCC(O2)C1C(=O)NCc1ccccc1Br (centres undefined)	-2	5	-6	-0.1	i	-20	3	-4	-19
16	Cc1cc([N+](=O)[O-])nn1Cc1ccc(C(=O)N/N=C/c2ccc(O)cc2O)cc1	3	-5	7	2.8	i	5	-2	-4	9
17	Cc1cc(/C=N/n2cnnc2)c(C)n1-c1cccc(C(=O)O)c1	-7	8	-7	1.2	i	1	-2	1	-3
18	O=C(NCc1cccs1)C1Cc2c(-c3ccccc3Oc3ccccc3)ccnc2O1 (centres undefined)	1	8	20	0.0	i	-3	1	-1	-23
19	Cc1ccc(Cl)cc1NC(=S)NCCCSC1CCCCC1	2	-3	37	0.8	i	-5	0	-8	12
20	COc1c(C(=O)N2CCCC2)ccc2ccccc12	5	-2	-5	0.4	i	3	2	-1	-4
21	CC(C)CC(=O)N1CCC(O)(CS(=O)(=O)Cc2ccccc2)CC1	-1	3	-5	-0.5	i	1	4	-3	0
22	CC12CCC(=O)N1C(C(=O)Nc1cc(S(=O)(=O)N3CCCCCC3)ccc1OCC(F)(F)F)CS2 (centres undefined)	-4	8	12	-0.6	i	8	1	-3	6
23	Cc1ccc(S(=O)(=O)N2CCCCC2)cc1C(=O)NC1CCCCC1	4	-13	1	0.3	i	-1	-2	2	4
24	COCCCN1C(=O)C(CC(=O)NCCCCc2ccccc2)CC(C(=O)N2CCOCC2)=C1C (centres undefined)	8	-4	-9	-0.1	i	5	-1	-3	4
25	Cc1ccc(OC(C)C(=O)N2CCN(c3ccccn3)CC2)cc1 (centres undefined)	-3	-9	-8	0.1	i	-2	2	-2	-12
26	Cc1ccc2c(COC(=O)c3ccccc3Cl)cc(=O)oc2c1	·	-7	8	-0.5	i	1	5	-11	-6
27	O=C(N/N=C/c1ccccc1)c1[nH]ncc1Br	0	-9	-26	-0.2	i	-5	2	-8	-15
28	COc1cccc(N2CCN(c3ccc(S(=O)(=O)N4CCN(C)CC4)cc3[N+](=O)[O-])CC2)c1	7	-1	-38	-1.0	i	-2	-3	0	11
29	Cn1c(CN(O)S(=O)(=O)c2ccc(Cl)cc2)nnc1C(F)(F)F	0	3	-5	-0.8	i	-2	1	0	9
30	CCCC(C)NC(=O)Cn1c(=O)c2c(ncn2CCC(C)C)n(Cc2ccccc2)c1=O (centres undefined)	-3	3	-13	-0.4	i	2	0	-1	3
31	CC1=CC(C)(C)N(C(=O)CCl)c2cc(C)ccc21	-7	4	9	-2.1	i	-5	0	-1	14
32	Cc1csc(NC(=O)c2ccc3c(c2)OCO3)n1	0	-16	-8	0.7	i	-1	0	-5	11
33	O=C(O)COCC(=O)Nc1cc(C(F)(F)F)cc(C(F)(F)F)c1	-3	-3	-9	-1.1	i	2	1	-1	-2
34	COc1ccc2c(CCNC(=O)c3ccc([N+](=O)[O-])cc3)c[nH]c2c1	1	-7	28	-0.7	i	-3	-1	-4	-3
35	O=C(CN(c1ccccc1)S(=O)(=O)c1ccc(F)cc1)N1CCCCCC1	-4	0	3	0.1	i	-7	0	-3	3
36	COC(=O)c1cc(Br)c(=O)n(Cc2ccc3c(c2)OCO3)c1	3	2	10	-0.2	i	-5	-8	-6	-1
37	COc1ccc(NC(=O)Nc2ccc([N+](=O)[O-])cc2)cn1	-12	20*	2	3.0	i	-11	-3	-10	58*
38	Cc1ccc2c(c1)[C@H]1OCC[C@H]1[C@@H](c1ccncc1)N2	0	0	-8	0.2	i	3	0	-6	3
39	COc1ccc(C(=O)OCn2nnc3ccccc3c2=O)cc1	0	-2	16	-1.0	i	-2	0	-3	15
40	N=c1oc2ccc3ccccc3c2cc1-c1nc(-c2ccccc2)cs1	-4	-4	5	-0.4	i	-6	3	-3	32
41	COc1ccc(NC(=O)CSc2ccccc2)c(OC)c1	0	7	-2	0.2	i	-1	-3	-4	13
42	CCN(CC)C(=O)c1ccc(O)c(OC)c1	0	-6	5	1.7	i	-4	2	-1	14
43	Cc1cc(C)cc(NC(=O)CSc2nc3c(c(=O)n2C)SC(C)C3)c1 (centres undefined)	-2	2	9	1.9	i	-3	-4	1	4
44	COc1ccc(S(=O)(=O)N2CCOCC2)cc1NC(=O)CN1CCCCCC1	2	6	0	-1.4	i	4	-1	-1	6
45	COc1ccc(C2CC(c3cccc(C)c3)n3nc(N)nc3N2)cc1 (centres undefined)	7	5	-3	0.2	i	-4	4	-7	0

15 structures out of the list, ordered by formula weight, smallest number first.
#	structure	MT1-MMP act inh	eLon inh	FAS TE block	MsrA inh	Rpn11 inh	CSN deneddyl inh	Rin1-Abl PPI inh	bovine MsrA act	MLLE-PAM2 inh
42	CCN(CC)C(=O)c1ccc(O)c(OC)c1	0	-6	5	1.7	i	-4	2	-1	14
32	Cc1csc(NC(=O)c2ccc3c(c2)OCO3)n1	0	-16	-8	0.7	i	-1	0	-5	11
38	Cc1ccc2c(c1)[C@H]1OCC[C@H]1[C@@H](c1ccncc1)N2	0	0	-8	0.2	i	3	0	-6	3
37	COc1ccc(NC(=O)Nc2ccc([N+](=O)[O-])cc2)cn1	-12	20*	2	3.0	i	-11	-3	-10	58*
41	COc1ccc(NC(=O)CSc2ccccc2)c(OC)c1	0	7	-2	0.2	i	-1	-3	-4	13
39	COc1ccc(C(=O)OCn2nnc3ccccc3c2=O)cc1	0	-2	16	-1.0	i	-2	0	-3	15
34	COc1ccc2c(CCNC(=O)c3ccc([N+](=O)[O-])cc3)c[nH]c2c1	1	-7	28	-0.7	i	-3	-1	-4	-3
33	O=C(O)COCC(=O)Nc1cc(C(F)(F)F)cc(C(F)(F)F)c1	-3	-3	-9	-1.1	i	2	1	-1	-2
40	N=c1oc2ccc3ccccc3c2cc1-c1nc(-c2ccccc2)cs1	-4	-4	5	-0.4	i	-6	3	-3	32
36	COC(=O)c1cc(Br)c(=O)n(Cc2ccc3c(c2)OCO3)c1	3	2	10	-0.2	i	-5	-8	-6	-1
29	Cn1c(CN(O)S(=O)(=O)c2ccc(Cl)cc2)nnc1C(F)(F)F	0	3	-5	-0.8	i	-2	1	0	9
43	Cc1cc(C)cc(NC(=O)CSc2nc3c(c(=O)n2C)SC(C)C3)c1 (centres undefined)	-2	2	9	1.9	i	-3	-4	1	4
44	COc1ccc(S(=O)(=O)N2CCOCC2)cc1NC(=O)CN1CCCCCC1	2	6	0	-1.4	i	4	-1	-1	6
30	CCCC(C)NC(=O)Cn1c(=O)c2c(ncn2CCC(C)C)n(Cc2ccccc2)c1=O (centres undefined)	-3	3	-13	-0.4	i	2	0	-1	3
28	COc1cccc(N2CCN(c3ccc(S(=O)(=O)N4CCN(C)CC4)cc3[N+](=O)[O-])CC2)c1	7	-1	-38	-1.0	i	-2	-3	0	11

(cont.)
#	structure	MT1-MMP act inh	eLon inh	FAS TE block	MsrA inh	Rpn11 inh	CSN deneddyl inh	Rin1-Abl PPI inh	bovine MsrA act	MLLE-PAM2 inh
46	CC1(C(=O)Nc2ccccc2)Cc2c(-c3cccc(C(N)=O)c3)ccnc2O1 (centres undefined)	5	-2	-2	-0.1	i	2	14*	-1	-5
47	CCN1C(=NCCOC)N[C@@H](CCc2ccccc2)[C@H](C(=O)OC)[C@H]1C	8	-3	-8	1.1	i	3	2	-2	-109
48	COc1ccc(/C=N/c2nc3ccccc3n2C)cc1OC	0	-8	-10	-0.4	i	3	-2	-3	-1
49	Cc1cc(C)nc(/N=C(\N)Nc2ccc(CC(=O)OC(C)C)cc2)n1	-1	-1	-6	0.4	i	6	5	1	-11
50	CC(C)c1nc2sc3c(NCc4ccco4)ncnc3c2c2c1COC(C)(C)C2	-21	-2	13	0.3	i	4	0	1	-13
51	Cc1nc2ccccc2n1Cc1ccc(Br)cc1	10	-5	4	0.3	i	9	2	-3	-5
52	Cc1cccnc1Nc1ncnc(N)c1[N+](=O)[O-]	2	8	-8	3.1	i	4	-4	-5	-4
53	CCOc1ccccc1OCCCC(=O)ON=C(N)c1ccccc1	1	-5	9	-0.3	i	-4	0	-2	9
54	CC1(OC(=O)C2CCCC2)C(=O)C=C2C=C(c3ccsc3)N(CCCCO)C=C2C1=O (centres undefined)	-1	11	-3	1.4	i	-2	2	-3	2
55	Cc1cc(C)n(/N=C/c2ccc(C(C)C)cc2)c(=O)c1C#N	4	1	34	2.5	i	-5	2	-2	13
56	O=C(NN=C1CCCC1)c1ccccc1O	-5	-2	-7	0.9	i	-1	0	-3	4

Screens: PubChem, several laboratories
